# PglD inh = inhibitors of Campylobacter jejuni PglD acetyltransferase; purified PglD enzyme, DTNB colorimetric CoA detection; inhibition, % at 12.5 µM; 360,000 compounds, 0.098% hits; AID 602405; in the data active = inhibition above about 16%, passing the limit was not always enough; note: strong numbers were not always called active
# FN deposit inh = fibronectin deposition inhibition; 350,000 compounds, 0.086% hits; AID 743247; AH1F fibroblasts, Alexa488-fibronectin deposition fluorescence, overnight; inhibition, % at 12.6 µM;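 active = mean inhibition across replicates of 30% or more, regardless of how many single replicates reach that level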;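 note: positive control wells lacked labelled fibronectin entirely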
#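 Material: AH1F fibroblast monolayer depositing Alexa488-labelled fibronectin into matrix | Input: 10000 AH1F cells/well | Medium: DMEM plus 2% serum, read in PBS | Reagent: Alexa488-fibronectin, 24 nM final in well | Compound dosing: One dose per compound, pinned | Schedule: 1 h adhesion, overnight exposure | Measured by: Fluorescence at 485 nm excitation, 525 nm emission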
# Starred values were filed as active, the others as inactive.
# The line under a structure holds: PglD inh, FN deposit inh
> Cc1ccccc1NC(=O)C1CC(Cl)=CCC1C(=O)O (configuration not stated)
    1, 8
> CCCCOC(=O)Sc1nc2ccccc2o1
    4, 1
> CCOC12NC(=O)CC(=O)N1C(c1ccccc1)=CS2 (configuration not stated)
    1, 0
> Cc1cc(NC(=O)CSc2nnc(C(C)N(C)C)n2Cc2ccccc2)no1 (configuration not stated)
    1, -3
> Fc1ccc(-c2nnc(SCc3ncc(-c4ccccc4)o3)n2CC2CCCO2)cc1 (configuration not stated)
    3, 0
> COc1ccccc1NC(=O)CSc1nnc(-c2ccccn2)n1Cc1ccco1
    5, 1
> CS(=O)(=O)N(CC(=O)N1CCN(C(c2ccccc2)c2ccccc2)CC1)C1CCCCC1
    -7, 2
> CC1CCCC(NC(=O)COC(=O)c2ccc3ccccc3n2)C1C (configuration not stated)
    -2, -3
> O=C(Cc1c(F)cccc1Cl)NCCCn1ccnc1
    -1, 2
> S=c1[nH]nc(C2CCCCC2)n1/N=C/C=C/c1ccccc1
    -3, 10
> CN(C)C(=S)c1ccc2ccccc2n1
    1, 3
> CCOC(=O)Cc1csc(NC(=O)NC2(C(F)(F)F)Oc3ccccc3O2)n1
    1, 7
> Cc1ccc(C)c(NC(=O)CCC(=O)OC(C(=O)c2ccccc2)c2ccccc2)c1 (configuration not stated)
    3, 6
> COc1ccccc1N1CCN(Cc2cccc(OC)c2OC)CC1
    -10, 5
> COCn1c(-c2cccc(Br)c2)nc2ccccc21
    -4, -5
> O=c1nc(-c2ccccc2)cn[nH]1
    1, 4
> O=C(N/N=C/c1ccccc1Br)c1ccc(CSc2cccc3cccnc23)cc1
    -4, 5
> CC(C)NC(=O)CN(Cc1ccccc1)S(=O)(=O)c1ccccc1
    -5, 2
> CCOC(=O)N1CCN(C(=O)COc2cc(=O)n(C)c3ccccc23)CC1
    1, -6
> OCCCCNCc1ccc(OCc2ccccc2Cl)cc1
    4, 11
> Cc1nc(N2CCN(Cc3ccccc3)CC2)[nH]c(=O)c1C
    3, 4
> Cc1nn(Cc2ccc(C(=O)Nc3nccs3)cc2)c(C)c1Cl
    6, 6
> COc1ccccc1NC(=O)CCc1nc(-c2cccs2)no1
    16, 6
> COc1ccc(-c2nc(C#N)c(N3CCC(C(N)=O)CC3)o2)cc1OC
    -1, -11
> CCn1c(C)cc2c(c1=O)C(c1ccncc1)C(C#N)=C(N)O2 (configuration not stated)
    7, -1
> Cc1cccc(NC(=O)C(C)N2C(=O)C3C4CC(C(Br)C4Br)C3C2=O)c1 (configuration not stated)
    0, -2
> Cc1ccc(S(=O)(=O)N2CCCC(C(=O)Nc3cccnc3)C2)cc1 (configuration not stated)
    0, -6
> CN1C(=O)C(O)(C2OC(C)(C)CCC2=O)c2ccccc21 (configuration not stated)
    4, 5
> CCCCN(C)Cc1c(C)[nH]c2ccc(C)cc2c1=O
    -2, -14
> Cc1ccc(S(=O)(=O)n2nc(-c3ccc(Cl)cc3)nc2NCc2ccco2)cc1
    2, 15
> c1ccc(-c2ccc(CN3CCN(c4ncccn4)CC3)cc2)cc1
    3, 6
> CCOCCCn1c(=S)[nH]c2cc(C(=O)N3CCOCC3)ccc2c1=O
    -11, 0
> Cc1cc(=O)oc2cc(OC(C)C(=O)N3CCOCC3)ccc12 (configuration not stated)
    2, -6
> O=C(Nc1cccc(Cl)c1)OCc1cn(-c2ccc(Cl)cc2)nn1
    -6, 15
> O/N=C/c1cccn1-c1ccc(O)cc1
    -5, -7
> Cc1ccc(CNC(=O)C2CCCCC2C(=O)O)cc1 (configuration not stated)
    -1, -5
> O=C1c2ccccc2C(=O)N1CCCc1nc2ccccc2c(=O)n1CCCn1ccnc1
    -4, 12
> C=CCNC(=S)NNC(=O)c1cccn(Cc2cccc(Cl)c2)c1=O
    3, -1
> Cc1ccnc(NC(=O)COC(=O)C2COc3ccccc3O2)n1 (configuration not stated)
    1, -4
> Cn1nccc1C(=O)OCC(=O)Nc1nc(-c2ccccc2)cs1
    -5, -4
> CC(=O)N1CCc2cc(S(=O)(=O)NCCC(=O)N3CCN(Cc4ccccc4)CC3)ccc21
    0, -2
> O=C(NC(=S)Nc1ccccc1N1CCCC1)c1ccc(-c2cccc([N+](=O)[O-])c2)o1
    4, -10
> CC(CNS(=O)(=O)c1cc(Cl)ccc1Cl)CN(C)C (configuration not stated)
    2, 4
> CCc1ccccc1NC(=O)N1C2CCCC1CC(NC(=O)C(C)(C)C)C2 (configuration not stated)
    2, -1
> c1ccc(-n2cnc3cc(NCc4cccs4)ccc32)cc1
    9, -2
> Fc1ccc(CNn2cnnc2SCc2ccc(F)cc2)cc1
    3, 7
> Clc1ccccc1CSc1nnc(-c2ccncc2)o1
    3, 5
> O=C(CSc1nnc(Cc2cccs2)n1Cc1ccco1)Nc1cccc(Cl)c1
    -1, 8
> COc1ccc(C2C3=C(Nc4ncnn42)c2ccccc2CCC3)cc1 (configuration not stated)
    2, -3
> Cc1ccc(N2CC(C(=O)Nc3ccccc3C(=O)NC3CCCCC3)CC2=O)cc1C (configuration not stated)
    1, 4
> O=C1COc2cccnc2N1
    0, 1
> Cc1ccc(CC2C(=O)N(CC(=O)O)C(=O)C2C)cc1 (configuration not stated)
    -3, -9
> CCCCNc1nc2ccccc2n1CC(=O)N1CCc2ccccc2C1
    -7, -5
> CCOc1cc(C)c(C(C)C)cc1S(=O)(=O)NCc1ccccn1
    -3, -1
> COc1ccc(C(O)P(=O)(OC2CCCCC2)c2ccc(N(C)C)cc2)cc1OC (configuration not stated)
    -1, -2
> Cc1nc2ncnn2c(C)c1CCC(=O)Nc1csc(N)n1
    -4, -4
> COc1ccc(OC)c(NS(=O)(=O)c2ccc(Cl)s2)c1
    5, 8
> Cc1ccc2[nH]c(=O)c(C3C(C#N)=C(N)Oc4c3ccc3cccnc43)cc2c1 (configuration not stated)
    -3, 3
> COc1cc(SC)ccc1C(=O)NCCOc1ccccc1Cl
    1, -1
> COc1cc(C(=O)n2nc(C)cc2C)cc(OC)c1OC
    1, -5

# Random excerpt: 5 entries already listed.
# The line under a structure holds: PglD inh, FN deposit inh
> Cc1ccc(CNC(=O)C2CCCCC2C(=O)O)cc1 (configuration not stated)
    -1, -5
> Cc1ccc(CC2C(=O)N(CC(=O)O)C(=O)C2C)cc1 (configuration not stated)
    -3, -9
> O=C(CSc1nnc(Cc2cccs2)n1Cc1ccco1)Nc1cccc(Cl)c1
    -1, 8
> Cc1nc2ncnn2c(C)c1CCC(=O)Nc1csc(N)n1
    -4, -4
> O/N=C/c1cccn1-c1ccc(O)cc1
    -5, -7

# A few values from the entries so far.
# Fc1ccc(CNn2cnnc2SCc2ccc(F)cc2)cc1 @ FN deposit inh: 7
# O=C(NC(=S)Nc1ccccc1N1CCCC1)c1ccc(-c2cccc([N+](=O)[O-])c2)o1 @ FN deposit inh: -10

# Carrying on:
# The line under a structure holds: PglD inh, FN deposit inh
> Clc1ccccc1-c1nnc2sc(-c3ccccn3)nn12
    -8, 6
> CNc1ccc(OC(F)F)cc1C(=O)c1ccccc1
    0, 1
> Cc1ccc(SCCC(=O)NC(C)C)cc1
    0, 3
> O=C(CN1C(=O)COc2ccccc21)NCc1ccc(C(=O)O)cc1
    6, 1
> Cc1ccc(N2C(=S)N=C(Nc3ccccc3C)C23CCOC(C)(C)C3)cc1 (configuration not stated)
    -3, 12
> CCOc1cc(/C=N\NC(=O)c2ccc(NC(=O)CC)cc2)ccc1OC(=O)c1ccccc1
    -5, -1
> CCOC(=O)c1sc(NC(=O)Cn2nnc3sc4c(c3c2=O)CCCC4)nc1C
    0, 0
> CC(C)c1ccc(-c2nnn(Cc3nc4ccccc4s3)n2)cc1
    2, 8
> CCn1nc(C(=O)NCCc2ccc(S(N)(=O)=O)cc2)c2ccccc2c1=O
    3, -10
> CCOC(=O)c1cnc(SCc2nc(N)nc(Nc3ccc(OC)cc3)n2)nc1N
    0, 14*
> COc1ccc(N2CCN(C(=O)CNC(=O)Cn3c(C)cc4ccccc4c3=O)CC2)cc1
    3, 0
> COc1ccc(NC(=O)N2CCCC(C(=O)NC(C)C)C2)cc1 (configuration not stated)
    -5, -1
> CC(C)(C)c1cccc(OCCCSc2ncccn2)c1
    -3, -5
> Clc1ccc(CSc2ncn(-c3ccccc3)n2)cc1
    1, -6
> c1ccc(CSc2nnc([C@@H]3CCCN3)o2)cc1
    -3, 9
> O=C(Nc1ccc2c(c1)Cc1ccccc1-2)c1ccco1
    2, -7
> Cc1ccc(OCCN2C(=O)OC(C)(C)C2(C)O)cc1 (configuration not stated)
    -1, 6
> O=C(Nc1cnc2ccccn2c1=O)c1ccc(F)cc1
    -2, -3
> COc1ccc(S(=O)(=O)Nc2cccc(SC)c2)cc1OC
    6, -5
> CCc1ccc(C(=O)COC(=O)CNC(=O)c2ccc(N3C(=O)c4ccccc4C3=O)cc2)cc1
    4, -5
> O=C(NCCN1CCCCC1)c1ccc(=O)oc1
    -2, 14
> O=C(COc1ccccc1-c1ccccc1)Nc1ccc(S(=O)(=O)NCc2ccco2)cc1
    9, 3
> O=C(CN(C(=O)CNC(=O)c1cccs1)c1ccc2c(c1)OCCO2)NC1CCCC1
    0, 3
> COc1ccc(NC(=O)CN(C)S(=O)(=O)c2ccc(Cl)cc2)cc1Cl
    1, -8
> Cc1cc(C)cc(-n2c(C)cc(/C=N/NC(=O)CSc3ncccn3)c2C)c1
    0, -1
> OCCN1CCN(c2nc(N3CCCCC3)nc(N3CCCCC3)n2)CC1
    5, 5
> CCOc1ccc(NC(=O)CCN2CCN(c3ccccc3)CC2)cc1
    -3, 15
> O=C(CN1CCOCC1)N1CCN(S(=O)(=O)c2ccccc2)C1c1ccccc1 (configuration not stated)
    1, -6
> CC(C)(C)C(=O)N=C1SC2CS(=O)(=O)CC2N1c1ccc2c(c1)OCO2 (configuration not stated)
    -1, -1
> Nc1nc2n(n1)C(c1ccco1)CC(c1ccc(Cl)c(Cl)c1)N2 (configuration not stated)
    -3, 10

# Full records from above:
# O=C(NCCN1CCCCC1)c1ccc(=O)oc1 as listed: PglD inh = -2; FN deposit inh = 14
# CNc1ccc(OC(F)F)cc1C(=O)c1ccccc1 as listed: PglD inh = 0; FN deposit inh = 1

# Other entries.
# The line under a structure holds: PglD inh, FN deposit inh
> CCn1c(SCC(=O)N/N=C/C=C\c2ccccc2[N+](=O)[O-])nc2ccccc21
    -3, -19
> Cc1sc(-c2ccccn2)nc1OC(=O)c1cccc(Cl)c1Cl
    0, -6
> CNC(=O)c1csc(-c2ccccc2)n1
    -9, 4
> CCn1c(SCC(=O)N2CCC(C)CC2)nnc1-c1ccc(S(=O)(=O)N2CCN(C)CC2)cc1
    5, -7
> CCCC(=O)N(CCN(C(=O)CCC)c1ccccc1)c1ccccc1
    0, 2
> COc1cccc(C(=O)N2CCN(S(=O)(=O)Cc3ccccc3)CC2)c1OC
    4, 15
> CSc1ccc(-c2c(C#N)c(N)nc3c2CCCC3)cc1
    -6, 0
> CCOc1cc(OCC)cc(C(=O)O)c1
    0, 2
> Cc1cc(C)c(OCCCCNCc2ccccc2)c(Cl)c1
    4, 1
> CCn1c(CNC(=O)c2ccco2)nnc1SCC(=O)Nc1cc(C)c(C)cc1Br
    0, -13
> Clc1ccc2oc(-c3cccnc3NCc3ccccc3)nc2c1
    1, 4
> Nc1nc(NCc2ccccc2)nc(-c2ccccc2)n1
    -5, 15
> Cc1nn2c(-c3ccc(Cl)cc3)nnc2s1
    -1, -13
> CNC(=O)N(O)C1N(C)C(=O)N(Cc2ccccc2)C1(C)C (configuration not stated)
    1, -11
> COc1nc(N2CCCCCC2)nc(N2CCCCCC2)n1
    2, 17
> CCCN1C(=O)C(NC(C)=O)c2ccccc21 (configuration not stated)
    -1, -3
> CCNc1nc(NCC)nc(OCCNS(=O)(=O)c2cc(C)ccc2C)n1
    5, 19
> CCN(CC)C(=O)c1csc(Nc2ccc(C)cc2)n1
    1, -5
> Cc1ccc(-c2csc(=S)n2CC(=O)OCC(=O)NCc2ccco2)cc1
    0, 3
> N#C/C(=C/c1ccc(F)cc1)c1nc(CCN2C(=O)c3ccccc3C2=O)cs1
    1, 15
> COCc1[nH]nc2c1C1(CCSCC1)C(C#N)=C(N)O2
    8, -6
> S=c1[nH]nc(C2CCCCC2)n1/N=C/c1ccc(Br)s1
    7, 4
> N#CC(c1cccc(Cl)c1)c1ncc(C(F)(F)F)cc1Cl (configuration not stated)
    6, -1
> Cc1ccc(C(=O)C(OC(=O)CNC(=O)c2ccc(Cl)cc2)c2ccccc2)cc1 (configuration not stated)
    6, -14
> COc1ccc(Cl)cc1NC(=O)CN(C)C(C)C(=O)NCC1CCCCC1 (configuration not stated)
    -2, 4
> Cc1ccc(C2CC(C(F)(F)F)n3nc(C(=O)NCc4ccco4)cc3N2)cc1 (configuration not stated)
    1, -5
> O=C(NCc1ccco1)c1ccc(Cn2c(=O)c3ccccc3n(Cc3cccc(F)c3)c2=O)cc1
    -1, -5
> CC(C)CN(Cc1cc2ccccc2[nH]c1=O)C(=O)c1cccnc1
    6, 12
> COc1ccnc(Oc2ccc(C)cc2C)c1C#N
    2, -4
> CC(C)CNC(=S)NC1CCCC1
    -2, 10
> Cc1cccc(NC(=O)C2CCN(c3nccc(C)n3)CC2)c1
    0, -3

# Screening results as filed in PubChem.

# These rows are one share of the data; rates above refer to the full screens.
